Pf apPOL inh: Pf-apPOL DNA polymerase inhibition. inhibition, % at 10 µM. AID 1794808. 210,000 compounds, 0.25% hits. Recombinant Pf-apPOL, molecular beacon fluorescence, 1.5 h
mHTT CaM bind: mHTT-calmodulin interaction abrogation; P42858; AlphaScreen His-mHTT/GST-CaM binding, luminescence; inhibition, % at 15 µM; 190,000 compounds, 3.6% hits;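 also: 0% = both proteins with DMSO and 100% = one protein alone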
* marks the source's active call; other numbers are inactive results; i = inactive; nt = no result given; & = joins results of further samples. Rule as the data show it: active = inhibition above about 50%; inactive = the rest.

No.	Molecule	mHTT CaM bind	Pf apPOL inh
1	N#Cc1c(-n2ncnc2-c2ccccc2)sc2c1CCCC2	23	0
2	O=C(NC1CCCC1)C1CC(c2ccccc2F)=NO1 (stereo not given)	-7	0
3	CCOC1=CC(=Cc2c(N)n3nc(COc4ccccc4)sc3nc2=O)C=CC1=O	31	0
4	Fc1ccc(CSc2nnnn2-c2ccc3c(c2)OCO3)c(Cl)c1	-11	-89
5	O=C(c1cnccn1)N1CCC(c2nc(-c3ccccc3)no2)C1 (stereo not given)	-5	-6
6	COc1ccc(-c2nnc(N3CCC(C(=O)NCC(C)C)CC3)o2)cc1	-3	0
7	N#C/C(=C\c1ccc(-c2ccccc2F)o1)c1nc2ccccc2[nH]1	22	-2
8	CCCc1[nH]nc2c1C(c1ccccc1[N+](=O)[O-])C(C#N)=C(N)O2 (stereo not given)	5	-5
9	Cc1cccc(C(=O)N2CCN(c3ccc(C)c(C)c3)C(=O)C2C)c1 (stereo not given)	-3	-2
10	O=C(O)CC(NC(=O)c1ccccc1)c1ccc(Cl)cc1 (stereo not given)	-6	-2
11	CCSc1oc(-c2cccs2)nc1S(=O)(=O)c1ccccc1	-8	-3
12	COC(=O)CCC1(CCC(=O)OC)C(=O)CC(C)(C)CC1=O	-45	nt
13	COc1cc(Nc2ncc3c(n2)CCN(CCc2ccccc2)C3)cc(OC)c1	39	-5
14	COc1ccc(N2CCN(CC(O)COc3cc(C)ccc3C)CC2)cc1 (stereo not given)	43	-3
15	COc1cc(CN)cc(OC)c1OC	0	-2
16	O=C(C1CC1)N1CC(OCc2ccc(Cl)cc2)C1	21	-8
17	Cc1ccccc1OCC(=O)N1CCc2c(nc3cc(-c4ccccc4Cl)[nH]n3c2=O)C1	36	-2
18	Cc1ccc([N+](=O)[O-])c2c1NCC1CC=CC21 (stereo not given)	6	-2
19	CC(=O)NCCc1csc(C2CCN(C(=O)Cc3ccc(F)cc3)CC2)n1	12	-1
20	COc1ccccc1Cc1noc(C2CN(CC(=O)Nc3cccc(C(F)(F)F)c3)C2)n1	-7	-3
21	O=C(NCc1ccccc1Cl)C1CCCN(C(=O)Cc2cccc3ccccc23)C1 (stereo not given)	-1	-13
22	O=C(c1ccc(S(=O)(=O)c2ccc(F)cc2)c([N+](=O)[O-])c1)N1CCC2(CC1)OCCO2	9	-4
23	O=c1/c(=C/c2cccc(Br)c2)sc2nc3ccccc3n12	2	2
24	COc1cc(C(=O)N2CCC(CC(=O)NCCc3cccs3)CC2)cc(OC)c1OC	3	-4
25	NC(=O)Cn1cc(/C=C2\C(=O)NC(=O)N(Cc3ccccc3)C2=O)c2ccccc21	32	3
26	O=C(N1CCCCC1)C12CC3CC(CC(C3)C1)C2	-9&-8	-3&3
27	Cc1nn(-c2ccc(F)cc2)c2nc(N3CCC(NC(=O)CC4CCCC4)CC3)sc12	0	-2
28	Cc1nnc(SCc2ccc(Cl)cc2Cl)[nH]c1=O	0	-2
29	Cc1[nH]nc(-c2ccc(F)cc2)c1NC(=O)c1cccs1	-3	0
30	COc1ccc(OC2CCN(S(=O)(=O)c3ccc(OC)cc3)CC2)cc1	-11	-8

The closing three compounds of the section before are carried over, then new ones follow:
No.	Molecule	mHTT CaM bind	Pf apPOL inh
28	Cc1nnc(SCc2ccc(Cl)cc2Cl)[nH]c1=O	0	-2
29	Cc1[nH]nc(-c2ccc(F)cc2)c1NC(=O)c1cccs1	-3	0
30	COc1ccc(OC2CCN(S(=O)(=O)c3ccc(OC)cc3)CC2)cc1	-11	-8
31	O=C(Cc1nnc(-c2ccc3ncccc3c2)o1)Nc1ccccc1Cl	24	4
32	Cc1noc(COC2CCCN(C(=O)c3ccc(F)c(F)c3)C2)n1 (stereo not given)	-11	1
33	O=C(CCS(=O)(=O)c1ccc(Br)cc1)Nc1ccccc1C(F)(F)F	-9	1
34	O=C(NCC1CCN(C(=O)Oc2ccccc2)CC1)Nc1ccc(C(F)(F)F)cc1	-16	-6
35	CCOc1ccc(C=NNC(=S)Nc2ccc(S(=O)(=O)N3CCCCC3)cc2)cc1	nt	-2
36	CC(C)c1cc(C2CCCN2C(=O)C2CCCCC2)no1 (stereo not given)	3	0
37	COc1cccc(C=Nc2cccc(Cl)c2Cl)c1O	0	-8
38	CC1(C)COCN1S(=O)(=O)c1ccc(C(=O)Nc2nnc(-c3ccc(Cl)s3)o2)cc1	6	-3
39	CCC(=O)NC(c1ccccc1OC)c1ccc2cccnc2c1O (stereo not given)	100*	-1&8
40	O=S(=O)(NC1CCCCC1NCc1ccco1)c1ccccc1 (stereo not given)	-7&2	5&3
41	c1c[nH]c(CN2CCC(OCc3nc(-c4cnccn4)no3)CC2)c1	11	2
42	COc1ccccc1C(=O)N1CCC(c2cnn(-c3cccc(F)c3)c2)CC1	14	-6
43	CC(c1ccccc1)N1Cc2cc(NC(=O)CC(C)(C)C)ccc2OCC1=O (stereo not given)	5	-2
44	COc1cc2c(cc1OC)CN(CC(O)COCC1CC3CCC1C3)CC2 (stereo not given)	5	0
45	Cc1nn(C)c2ncc(NC(=O)Nc3ccc(C(F)(F)F)cc3)c(Cl)c12	nt	-3
46	COc1ccc(CNC(=O)C2CCN(c3nccnc3Oc3ccccc3)CC2)cc1	-7	-3
47	O=C(NCc1cccs1)c1cccnc1N1CCNC(c2ccccc2)C1 (stereo not given)	2	0
48	O=C(c1ccco1)N1CCN(c2c(Cl)cccc2[N+](=O)[O-])CC1	9	-6
49	O=C1NC(=O)C2(CCCCC2)N1	nt	-4&1
50	CC(O)(CNC(=O)Cc1ccc(F)cc1)c1ccco1 (stereo not given)	-13	0
51	N#CC(=Cc1ccc(F)cc1)c1nc(-c2cc3cc(Br)ccc3oc2=O)cs1	-2	-6
52	CC12CCOC1N(c1ccccc1)c1ccccc12 (stereo not given)	-27	-8
53	COc1ccccc1N1C(=O)NC(=O)/C(=C\c2ccsc2)C1=O	1	-1
54	O=C(Nc1nc2c(s1)CCC2)c1cccc(NS(=O)(=O)c2ccc(F)cc2)c1	13	-5
55	COc1cccc(C(=O)Nc2ccc(-c3nnc(-c4ccco4)o3)cc2)c1	22	-6
56	COc1ccccc1/C=C1/N=C(c2cccc([N+](=O)[O-])c2C)OC1=O	-1	-2
57	CC(=O)C1=C(O)C(=O)N(c2ccc(Br)cc2)C1c1ccc(C)cc1 (stereo not given)	4	-2
58	CCCCSc1nc2c(c(=O)n1-c1ccc(Br)cc1)SCC2	0	-6
59	COc1ccc2c(c1OC)C(=O)OC2Nc1ccc(Cl)cc1 (stereo not given)	-5	-1
60	COc1ccc2oc(-c3cccc(F)c3)cc(=O)c2c1	0	2

From compound 36 up to 38, copied from above:
No.	Molecule	mHTT CaM bind	Pf apPOL inh
36	CC(C)c1cc(C2CCCN2C(=O)C2CCCCC2)no1 (stereo not given)	3	0
37	COc1cccc(C=Nc2cccc(Cl)c2Cl)c1O	0	-8
38	CC1(C)COCN1S(=O)(=O)c1ccc(C(=O)Nc2nnc(-c3ccc(Cl)s3)o2)cc1	6	-3

Back to the main list; the six compounds before the break are reprinted first.
No.	Molecule	mHTT CaM bind	Pf apPOL inh
55	COc1cccc(C(=O)Nc2ccc(-c3nnc(-c4ccco4)o3)cc2)c1	22	-6
56	COc1ccccc1/C=C1/N=C(c2cccc([N+](=O)[O-])c2C)OC1=O	-1	-2
57	CC(=O)C1=C(O)C(=O)N(c2ccc(Br)cc2)C1c1ccc(C)cc1 (stereo not given)	4	-2
58	CCCCSc1nc2c(c(=O)n1-c1ccc(Br)cc1)SCC2	0	-6
59	COc1ccc2c(c1OC)C(=O)OC2Nc1ccc(Cl)cc1 (stereo not given)	-5	-1
60	COc1ccc2oc(-c3cccc(F)c3)cc(=O)c2c1	0	2
61	Cc1[nH]c2ccccc2c1C(=O)CN1CCOCC1	-4	14
62	Cc1c(Cl)cccc1S(=O)(=O)N1CCN(Cc2noc3ccccc23)CC1	-26	-2
63	O=C(CCS(=O)(=O)c1cc(Br)cc2c1N(C(=O)C1CC1)CC2)NC1CCCC1	-2	-23
64	N#Cc1c(Cl)ncc2c1Nc1ccccc1C2Sc1ccccc1 (stereo not given)	4	3
65	Cc1ccn2cc(C(=O)NCC3CCCCC3)nc2c1	-8	1
66	Cc1cc(OCC(=O)N(C)Cc2ccccc2)ccc1Cl	5&-8	-8&-7
67	COc1ccccc1NC(NC(=O)C1C(C=C(Cl)Cl)C1(C)C)C(Cl)(Cl)Cl (stereo not given)	-10	0
68	Cc1cc(C)cc(NC(=O)C2CC(=O)N(c3ccccc3)C2)c1 (stereo not given)	4	6
69	O=C1N/C(=N/N=C/c2ccccc2)S/C1=C\c1ccccc1	i	nt
70	O=C(NCc1ccco1)N1CCC(N2CCN(Cc3ccccc3)C2=O)CC1	2	-4
71	COC(=O)C1CN(C2CCCC2)CCS(=O)(=O)N1Cc1cn(Cc2ccc(Cl)cc2)nn1 (stereo not given)	-9	-2
72	O=C(CC(c1ccccc1)C1CCCCC1=O)c1ccco1 (stereo not given)	-4	-7
73	Cc1nc(C)c(Cc2ccccc2C)c(N2CCN(C(=O)C(C)C)CC2)n1	11	0
74	O=C(Nc1cccc(OC(F)(F)F)c1)c1ccco1	-9	0
75	C=CCN(CC=C)S(=O)(=O)c1ccc(C(=O)Nc2nnc(-c3ccc(Cl)s3)o2)cc1	3	-2
76	Clc1ccc(OCCNCC2CCCO2)cc1 (stereo not given)	-11	nt
77	CC(C)(C)NC(=O)C1(n2cccc2)CCCCC1	3	-7
78	Nc1ccc2oc(-c3cc(Cl)ccc3Br)nc2c1	-10	-10
79	O=S(=O)(Nc1ccc(F)c(Cl)c1)c1ccc(Cl)cc1	-20	nt
80	COc1cc(C(=O)Oc2ccc3c(c2)OC(=Cc2cccnc2)C3=O)cc(OC)c1OC	1	-3
81	COc1ccc(C(C[N+](=O)[O-])C2(c3ccccc3)C(=O)c3ccccc3C2=O)cc1 (stereo not given)	1	-3
82	COc1ccc(C(=O)NCCC2CCN(C(=O)c3ccc(F)cc3)CC2)cc1	1	-1
83	COc1ccccc1N1CCN(C(=O)CCCCn2c(=O)[nH]c3ccccc3c2=O)CC1	-11	-11
84	COc1cc(NC(=O)C2CCCN(C(=O)c3ccccc3Cl)C2)cc(OC)c1 (stereo not given)	33	-16
85	O=C(NCc1ccc2c(c1)OCO2)c1sc2cc(Cl)ccc2c1Cl	-9	4
86	Cc1ccc(NC(=O)c2ccc(-c3ccsc3)nc2)cc1	-6	26
87	CC(=O)Nc1ccc(NC(=O)CSc2ccccc2)cc1	-6	-8
88	O=[N+]([O-])c1cccc(-c2csc(CS(=O)(=O)c3cccs3)n2)c1	nt	-5
89	O=C(COc1ccc(Cl)cc1)NC12CC3CC(CC(C3)C1)C2	-7	-1
90	CN(C1CCCCC1)S(=O)(=O)c1ccc(Cl)c(Cl)c1	-42	2
91	Fc1ccccc1C1CC(c2ccc(Cl)cc2)Nc2nnnn21 (stereo not given)	-5	-7
92	CCC(C)NC(=O)Cc1c[nH]c2ncccc12 (stereo not given)	3	0
93	CCCCNC(=O)C1(O)c2ccccc2NC(=O)N1c1ccccc1 (stereo not given)	-1	-6
94	COc1cccc(-c2nc3cc(C(C)(C)C)ccc3o2)c1OC	-74	6
95	CCN(CC)C(=O)CC[C@@H]1CC[C@]2(CCCN(S(C)(=O)=O)C2)O1	7	0
96	NC(=O)c1ccc(N2C(=O)CCC2=O)cc1Cl	-2	-11
97	O=C(NC1CCCCCC1)C1CCCN(c2cnn(Cc3ccccc3)c(=O)c2)C1 (stereo not given)	13	-9
98	CCCC(=O)c1cc2c(cc1[N+](=O)[O-])OCCO2	1	-5
99	CCNc1nccc(N2CCC(CC(=O)NCCc3cccs3)CC2)n1	0	-2
100	O=C1OCc2cc(-n3cccc3)ccc21	3	nt
101	O=C(Cc1ccccc1)N1CCC(Nc2cccn3ncnc23)CC1	3	-5
102	COC(=O)C1=C(C)N=C2SC=C(CC(=O)N3CCCC3)N2C1c1ccc(C)cc1 (stereo not given)	29	-3
103	O=C(Nc1ccc([N+](=O)[O-])cc1Cl)c1cc(I)ccc1Cl	0	-8
104	CCC(NS(=O)(=O)c1ccc(OC)cc1)C(=O)NC1CCCC(C)C1C (stereo not given)	-6	-1
105	COc1ccc(-c2c(C)oc3c(CN4CCCC(C)C4)c(O)ccc3c2=O)cc1OC (stereo not given)	-3	-5
106	CCOc1cccc(C2NC(CC(C)C)(C(=O)O)C3C(=O)N(Cc4ccccc4)C(=O)C23)c1O (stereo not given)	5	-4
107	NC(=O)c1c(NC(=O)C2CCCN(C(=O)c3ccco3)C2)sc2c1CCCC2 (stereo not given)	73*	-7
108	CC1(C)COc2ccc(NC(=O)Cc3cccs3)cc2NC1=O	8	-11
109	Cc1cc(C)cc(NC(=O)c2ccc(SCCN3CCOCC3)nc2)c1	32	0
110	CN(CCCNC(=O)c1csc2c1CCCCC2)Cc1ccccc1	1	0
111	NC(=O)c1cc(NC(=O)Cc2ccccc2)ccc1N1CCCCC1	5	3
112	CC1SC2(CCCCC2)N(c2ccc(F)cc2)C1=O (stereo not given)	8	-8
113	COc1cccc(-c2nc(C3CCN(C(=O)c4cccc(N(C)C)c4)CC3)no2)c1	53*	3
114	C=CCn1c(SCC(=O)Nc2sc3c(c2C#N)CCC(C)C3)nnc1-c1ccccc1 (stereo not given)	nt	-7
115	COc1cc(OC)cc(C(=O)Nc2ccccc2-c2ccccc2)c1	-16	-19
116	Cc1ccc2nc(NC(=O)C3CCN(S(=O)(=O)c4c(C)n[nH]c4C)CC3)sc2c1	2	-3
117	Cc1c(-c2ccc(C=O)o2)ccc([N+](=O)[O-])c1C	10	-10
118	O=C(NCCOc1ccccc1)c1ccc(N2CCOCC2)nn1	-10	-5
119	Cc1ccc(-c2cncc(C(=O)NC(C)c3ccc(C)cc3)c2)cc1 (stereo not given)	-9	2
120	Cc1cccc(Cl)c1NC(=S)NC(Cc1ccccc1)c1ccccc1 (stereo not given)	nt	5
121	Cc1cc2c(cc1Br)-n1c(nc3ccccc3c1=O)C2=O	-2	-5
122	Cc1c(/C=C/c2nc3ccccc3c(=O)n2C)c2ccccc2n1C	0	3
